PPARg SRC-1 ag: agonists of human PPARgamma SRC-1 coactivator recruitment; P37231; PPARgamma-SRC-1 coactivator recruitment biochemical assay; activation, % at 8 µM; 200,000 tested, 0.41% active; AID 631; in the data active means activation above about 19%;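 further: 0% = DMSO and 100% = reference agonist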
Target sequence (P37231 whole entry, looked up): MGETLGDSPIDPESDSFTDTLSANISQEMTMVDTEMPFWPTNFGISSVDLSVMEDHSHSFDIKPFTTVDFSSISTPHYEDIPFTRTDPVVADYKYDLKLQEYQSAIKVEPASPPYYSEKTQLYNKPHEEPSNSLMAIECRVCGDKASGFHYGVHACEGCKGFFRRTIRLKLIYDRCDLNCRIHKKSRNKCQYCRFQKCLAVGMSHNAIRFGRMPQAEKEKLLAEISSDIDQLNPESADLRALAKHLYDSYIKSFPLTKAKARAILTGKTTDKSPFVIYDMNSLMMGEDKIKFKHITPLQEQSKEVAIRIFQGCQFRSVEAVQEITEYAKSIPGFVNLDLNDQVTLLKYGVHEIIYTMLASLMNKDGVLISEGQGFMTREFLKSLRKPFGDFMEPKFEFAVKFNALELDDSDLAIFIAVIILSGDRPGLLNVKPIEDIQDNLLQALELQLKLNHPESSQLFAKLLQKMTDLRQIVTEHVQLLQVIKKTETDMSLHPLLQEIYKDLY
PPARg SRC2 recr: promotes SRC-2 coactivator recruitment by human PPARgamma. P37231. PPARgamma LBD-SRC-2 recruitment, biochemical. activation, % at 8 µM. 200,000 tested, 0.34% active. AID 1032; in the data active means activation above about 22%;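 further: 0% = vehicle and 100% = reference agonist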
PPARg SRC3 recr: promotes SRC-3 coactivator recruitment by human PPARgamma. biochemical PPARgamma/SRC-3 coactivator recruitment assay. 200,000 tested, 0.26% active. P37231. activation, % at 8 µM; in the data active means activation above about 23%;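 further: 0% = DMSO and 100% = reference agonist; some compounds past the cut are filed as inactive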
SRC2 TRFRET art: flags TR-FRET format artefacts in PPARgamma SRC-2 recruitment agonist screen | TR-FRET ratio at 8 µM | AID 1049 | 200,000 tested, 0.4% active | TR-FRET artefact counter-screen; stronger effect = higher value; in the data active means TR-FRET ratio above about 2000; further: inactives centre near 1500
RAM network inh: blocks the yeast RAM network | 190,000 tested, 1.8% active | inhibition, % at 50 µM | S. cerevisiae dse1pr::URA3 reporter, 5-FOA growth OD615, 2 d; analog-sensitive cbk1-as2 kinase mutant strain;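 active means inhibition above a set limit, 3 SD over mean compound inhibition, cut at about 8.4% in these data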;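 further: 0% = DMSO-only wells with no growth and 100% = 10 µM 1-NA-PP1 full growth; inhibition rescues growth on 5-FOA so higher OD means more RAM inhibition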
HMGR II inh: inhibitors of class II HMG-CoA reductase from Enterococcus faecalis; purified E. faecalis HMGR, NADPH absorbance 340 nm kinetic; inhibition, % at 10 µM; 190,000 tested, 0.41% active; AID 1066;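 active means inhibition above a set limit, the median over all tested compounds plus 3 SD, cut at about 9.5% in these data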;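 further: enzyme runs in reverse so mevalonate oxidation gives rising NADPH absorbance; 0% = complete reaction with DMSO and 100% = background rate lacking mevalonate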
S1P3 antag: blocks the human S1P3 receptor | 170,000 tested, 0.27% active | inhibition, % at 4.98 µM | CHO S1P3 NFAT-BLA reporter, FRET fluorescence, antagonist mode | Q99500 | AID 485;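 active means inhibition above the plate cutoff, the mean inhibition of test wells on that plate plus 3 SD, cut at about 28% in these data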;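 further: cells challenged with S1P at its EC80 of 0.8 µM; blue over green emission ratio from cleaved BLA substrate after 4 h stimulation; 0% = S1P-stimulated wells and 100% = unstimulated DMSO-only wells; some compounds past the cut are filed as inactive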
L major viab: inhibitors of Leishmania major promastigote growth | AID 1063 | Leishmania major promastigotes, resazurin fluorescence viability | 200,000 tested, 9% active | inhibition, % at 10 µM; in the data active means inhibition above about 50%;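 further: promastigotes grown with compound for 44 hours at 28 °C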
bIAP inh: blocks bovine intestinal alkaline phosphatase activity | inhibition, % at 20 µM | purified bovine IAP, CDP-star luminescence, 30 min | 190,000 tested, under 10 active;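 active means over 50% inhibition of intestinal alkaline phosphatase at 20 µM in the single-dose screen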
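test system = bovine IAP enzyme | medium = DEA buffer 100 mM, pH 9.8, with MgCl2 1.0 mM, ZnCl2 0.02 mM | detection = luminescence | dosing = single compound dose of 20 µM, 2% DMSO final | incubation = 30 min reaction at room temperature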
ROMK primary: modulates human ROMK potassium channel activity | P48048 | Tet-inducible ROMK, thallium flux fluorescence; actives lie on both sides | B-score at 10 µM | 130,000 tested, 2% active;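 active means signal ratio slope over the read window, or its plate-corrected B-score, at least 3 SD from the plate mean, either direction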;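 further: B-score of the F/F0 ratio slope over 7 to 12 s after thallium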
Target sequence (P48048 whole entry, looked up): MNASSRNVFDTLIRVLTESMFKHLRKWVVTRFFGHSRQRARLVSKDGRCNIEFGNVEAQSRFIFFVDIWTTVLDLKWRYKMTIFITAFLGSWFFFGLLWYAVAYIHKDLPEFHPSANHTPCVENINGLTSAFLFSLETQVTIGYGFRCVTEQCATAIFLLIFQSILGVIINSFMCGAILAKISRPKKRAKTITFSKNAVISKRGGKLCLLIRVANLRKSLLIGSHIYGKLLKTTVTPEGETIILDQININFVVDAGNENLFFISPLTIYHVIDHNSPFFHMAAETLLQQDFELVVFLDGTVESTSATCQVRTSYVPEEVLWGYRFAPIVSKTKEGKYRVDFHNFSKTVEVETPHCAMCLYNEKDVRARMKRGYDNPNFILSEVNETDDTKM
Redox H2O2 prof: compounds producing H2O2 with reducing agent – biochemical, NIH compound library profiling, artefact control for MLSCN library redox annotation, primary screen. DTT-dependent redox cycling H2O2, phenol red/HRP absorbance; 100% = 100 µM peroxide control, 0% = buffer. activation, % at 10 µM. 200,000 tested, 0.03% active;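 active means activation of at least 50% relative to the plate's high and low controls in the primary single-dose screen; inactive means activation below 50%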;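 further: compound incubated with DTT at 0.8 mM final as the reducing agent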
Starred values were filed as active, the others as inactive; . = no result given.

SMILES | PPARg SRC-1 ag | PPARg SRC2 recr | PPARg SRC3 recr | SRC2 TRFRET art | RAM network inh | HMGR II inh | S1P3 antag | L major viab | bIAP inh | ROMK primary | Redox H2O2 prof
CC(C)(C)c1ccc(OCC(=O)NN2Cc3ccccc3C2=N)cc1 | 4.4 | 7.0 | 3.3 | 1807 | -0.8 | -1.4 | 13.2 | 35.1 | -9.6 | . | -0.4
CCC1Cc2c(nc(N)c3c(N)nc(N4CCOCC4)c(C#N)c23)O1 (stereo not drawn) | 9.6 | 12.5 | 4.5 | 1694 | 3.7 | -6.7 | -8.3 | 13.2 | -1.8 | -0.455 | 0.1
COc1ccc(OC)c(Cc2nnc(CCC(=O)NCc3nc4ccccc4s3)o2)c1 | 3.5 | 10.9 | 5.2 | 1545 | 2.5 | -4.9 | 0.1 | -3.0 | -11.9 | -0.0693 | -0.1
O=C(O)c1ccc(COc2c(F)c(F)c(F)c(F)c2F)o1 | 9.6 | 6.5 | 2.5 | 1622 | -0.3 | -1.8 | . | -9.9 | 4.3 | 0.598 | -2.8
Cc1ccc(-c2nnc3c4ccccc4c(C)nn23)cc1S(=O)(=O)N1CCN(C)CC1 | 2.9 | 10.1 | -7.3 | 1463 | . | . | -7.0 | 16.8 | . | . | -3.3
COc1cccc(NS(=O)(=O)c2cc(C)ccc2OC)c1 | -0.5 | 3.3 | 12.5 | 1398 | 1.2 | 0.2 | -9.6 | 9.6 | 3.3 | . | 1.0
COCCNC(=O)COc1ccc(C)cc1C(=O)c1cc(C#N)c(=O)n(C2CC2)c1 | 2.0 | 2.6 | 3.7 | 1544 | 2.6 | 1.1 | 4.5 | 3.4 | -10.0 | 0.587 | 0.2
Cc1ccc(CN2C3=NCCCN3c3ccccc32)cc1 | -1.5 | 1.5 | 6.1 | 1754 | 0.3 | -11.5 | -12.9 | 6.5 | 18.5 | . | 0.3
COc1ccc(Nc2ccncc2[N+](=O)[O-])cc1 | 0.1 | 11.7 | -0.1 | 1429 | 1.2 | 3.4 | 9.8 | 4.5 | 16.0 | -2.46 | -0.8
Cc1ccc2c(C(=O)CN3CCC4(CC3)OCCO4)c(C)[nH]c2c1 | 5.1 | -1.0 | 3.2 | 1553 | 0.1 | -3.5 | . | 2.3 | -0.7 | . | -3.6
O=C(COC(=O)Cc1cccs1)Nc1ccccc1Cl | 6.6 | 1.2 | 2.2 | 1537 | 1.4 | 4.8 | 15.6 | -2.8 | 27.5 | 1.26 | -2.2
COC(=O)c1nn(-c2ccccc2)c(-c2ccccc2)c1C(=O)c1ccccc1 | -0.9 | 1.2 | 10.2 | 1601 | 3.7 | 2.5 | . | 10.0 | 5.2 | . | -7.6
OCc1cn(-c2ccccc2)nc1-c1cc2ccccc2o1 | 9.2 | 10.5 | 7.2 | 1647 | 2.0 | 3.8 | -2.4 | -0.1 | -7.3 | -1.72 | -2.1
Cc1c(C(=O)N(C)Cc2ccccc2)oc2ccc(S(=O)(=O)N3CCCC3)cc12 | -1.5 | 2.3 | -0.8 | 1488 | 0.8 | 0.7 | . | 7.1 | -9.8 | -0.983 | -0.2
Cc1cccc(N2CN(Cc3ccco3)CNC2=S)c1 | 4.1 | 11.3 | 0.4 | 1790 | 1.5 | -3.4 | -9.2 | -2.8 | -6.5 | 0.0942 | -0.3
O=c1cc(N2CCCCCC2)[nH]c(=O)n1-c1ccccc1Cl | 4.0 | 4.5 | -3.5 | 1524 | 1.3 | -2.9 | -1.7 | -3.6 | 0.3 | 0.369 | -1.7
COc1cccc(C2NC(=S)NC(C)=C2C(=O)c2ccccc2)c1OC (stereo not drawn) | 11.1 | 5.8 | 5.1 | 1595 | 1.7 | -2.0 | 7.3 | -3.3 | -7.3 | 0.0509 | 0.1
COc1cccc(NC(=O)C(C)Oc2ccccc2)c1 (stereo not drawn) | 4.4 | 1.6 | 1.9 | 1483 | 0.4 | -0.4 | -28.2 | -5.3 | 9.5 | . | -0.2
O=C(COc1ccc(C(=O)c2ccccc2)cc1)NC1CCCCC1 | -0.6 | -4.0 | -3.0 | 1747 | 3.2 | -3.0 | -4.0 | 52.5* | 19.1 | -1.34 | 0.2
CCn1c(NC(=O)c2ccc(F)cc2)c2ccccc2nc1=O | -7.0 | -5.0 | 1.0 | 1541 | 0.1 | 1.0 | . | 3.3 | 14.3 | . | 1.6
Cc1[nH]nc(SCC(=O)N(C)c2ccccc2)c1[N+](=O)[O-] | -1.8 | -5.8 | -2.5 | 1511 | 4.5 | 0.6 | -22.4 | 5.3 | 7.5 | 1.34 | 0.0
COc1cccc(N=CC2=C(O)CC(C)(C)CC2=O)c1 | -0.2 | 2.7 | -0.7 | 1424 | 0.0 | -2.4 | 18.3 | -2.4 | -1.9 | -1.19 | 0.7
Cc1ccc(NC(=O)CNc2ccc(Cl)c(Cl)c2)cc1S(=O)(=O)N(C)C | 6.2 | 4.4 | -2.6 | 1823 | 3.4 | -5.8 | -3.3 | 8.4 | 2.5 | -0.842 | -0.6
CSc1ccccc1NC(=O)Nc1ccccc1 | -1.7 | 0.5 | 7.3 | 1529 | 0.5 | -4.3 | 6.3 | -0.3 | 17.3 | -1.1 | 3.0
Cc1cc([N+](=O)[O-])nn1CC(=O)NCCc1c[nH]c2ccccc12 | -2.7 | -1.8 | 4.3 | 1457 | 1.5 | 5.0 | -22.2 | 18.0 | 3.4 | -0.191 | -0.4
SMILES | PPARg SRC-1 ag | PPARg SRC2 recr | PPARg SRC3 recr | SRC2 TRFRET art | RAM network inh | HMGR II inh | S1P3 antag | L major viab | bIAP inh | ROMK primary | Redox H2O2 prof
O=[N+]([O-])c1ccc2nc(CCCc3nc4ccc([N+](=O)[O-])cc4[nH]3)[nH]c2c1 | 5.7 | -0.3 | 1.6 | 1613 | 0.6 | -8.1 | -10.9 | 46.7 | -31.3 | -6.89* | -0.2
COc1ccc(-c2nnc(SC(C)C(=O)Nc3nccs3)n2-c2ccccc2)cc1OC (stereo not drawn) | -2.2 | 5.9 | 11.5 | 1533 | 2.8 | 3.4 | -17.7 | 53.8* | 5.3 | . | 2.4
Cc1cc(F)ccc1S(=O)(=O)Nc1ccccc1C(=O)Nc1ccccc1N1CCOCC1 | -0.8 | -2.4 | -2.8 | 1566 | 4.7 | 0.0 | . | -4.3 | -0.6 | . | 2.5
CC(=O)c1ccc(NC(=O)Nc2sc(NS(=O)(=O)c3ccccc3)nc2C)cc1 | 3.8 | -1.5 | 4.5 | 1564 | 1.4 | -10.0 | -6.1 | -10.6 | 2.3 | . | -1.1
CCc1nc(N)nc(N)c1-c1ccc(Cl)cc1 | 4.4 | 6.5 | 1.9 | 1583 | 0.4 | 15.4* | -1.5 | 18.5 | . | . | -0.6
Cc1cc(C)n(CCO)c(=O)n1 | 2.6 | -10.8 | 1.4 | 1483 | 1.3 | 0.2 | -62.1 | 4.6 | 20.7 | . | -0.2
Cc1nc2nc(C)c(CCC(=O)NC3CCCCC3)c(C)n2n1 | 1.3 | 7.7 | 2.8 | 1554 | 0.6 | 7.6 | -3.2 | -4.6 | 5.8 | 0.249 | -0.2
O=C(Cn1[nH]c(=O)c2ccccc2c1=O)NNC(=O)c1ccccc1 | -1.6 | -4.9 | -1.7 | 1438 | -0.3 | -1.2 | 2.6 | 0.0 | -24.1 | 0.741 | 0.0
COc1ccc(C(=O)CSc2nnc(-c3cc(C)on3)o2)cc1 | -2.4 | -2.2 | 1.9 | 1454 | 1.4 | 7.7 | -0.3 | 13.3 | 10.2 | 0.396 | -0.4
Cn1cc([C@@H]2C[C@H]3CN(C4CCCC4)C(=O)[C@]34CCCN24)c(-c2ccccc2)n1 | -0.9 | 5.9 | 3.1 | 1509 | 0.9 | -2.6 | 3.6 | 19.4 | -7.7 | -0.615 | -0.3
COc1cccc2c(=O)n(CC(=O)N3CCC(C)CC3)ccc12 | 0.7 | -7.0 | -2.8 | 1514 | -0.1 | -6.2 | . | -5.0 | 8.1 | . | -1.1
C=CCN1C(=O)C2(NC(=O)c3ccccc3N2)c2ccccc21 (stereo not drawn) | -9.0 | 2.0 | -4.3 | 1332 | 0.8 | -5.9 | -15.6 | -2.8 | 6.3 | 2.24 | -0.5
O=C(C1CCCN(S(=O)(=O)c2cccc3nsnc23)C1)N1CCN(c2ccccn2)CC1 (stereo not drawn) | 0.3 | 3.0 | 11.7 | 1606 | 0.3 | 0.0 | -22.5 | -0.4 | 11.8 | -1.76 | -0.1
COCc1cc(C)nc2sc(C(=O)OC)c(N)c12 | 6.6 | 5.2 | 8.1 | 1615 | 1.8 | -4.2 | 14.2 | -1.6 | 0.1 | . | 0.2
CCOC(=O)N1C(=O)c2cc(OC)ccc2S1(=O)=O | 0.7 | 4.0 | 8.8 | 1564 | 1.2 | -1.4 | -17.6 | -6.8 | 1.3 | . | 2.5
COc1ccc(/C=C(\C#N)C(=O)C(C)(C)n2cncn2)cc1 | -3.3 | -1.1 | -1.0 | 1443 | -0.5 | -1.0 | -11.1 | -7.2 | 14.1 | -0.0409 | -0.5
Nc1ncnc2nc(N3CCN(C(=O)c4ccccc4)CC3)[nH]c12 | 5.6 | 11.7 | 7.7 | 1453 | 0.7 | -1.9 | 5.0 | -8.3 | 4.5 | . | -1.0
CCc1ccc(C2CC(c3ccccc3)Nc3nc(N)nn32)cc1 (stereo not drawn) | 5.3 | -0.1 | 6.0 | 1703 | 3.5 | -5.8 | -26.1 | 9.1 | -10.4 | . | -0.5
CN1CCN(/N=C/c2nc(-c3ccccc3)n3ccccc23)CC1 | -3.2 | 8.8 | 3.5 | 1942 | 0.7 | -4.1 | -4.1 | 2.9 | -5.2 | -0.0358 | -0.3
C(=N\Nc1nc(N2CCOCC2)nc(N2CCOCC2)n1)/c1cccnc1 | 3.9 | -3.0 | 0.3 | 1429 | 0.4 | 0.5 | . | 0.1 | -4.2 | . | -0.4
O=c1[nH]c2ccccc2n1CCCSCCCn1c(=O)[nH]c2ccccc21 | -3.2 | 6.0 | 1.8 | 1528 | 1.0 | -1.4 | 3.9 | -1.9 | -17.6 | -1.86 | -0.1
NNc1nc2c(Cl)cccc2s1 | 2.5 | -4.8 | 0.3 | 1368 | -1.3 | 1.4 | 0.9 | 99.1* | 3.1 | -0.273 | 0.3
CCOC(=O)C(Cc1c[nH]c2ccccc12)NC(=O)CNC(C)=O (stereo not drawn) | 1.4 | -4.3 | 2.3 | 1459 | -0.1 | -7.2 | -9.9 | -4.2 | 3.8 | -0.55 | 1.3
COC(=O)CC(NC(=O)c1ccc(C)cc1)c1ccc2c(c1)OCO2 (stereo not drawn) | -2.0 | 4.3 | -1.8 | 1486 | 0.8 | -1.9 | . | -1.8 | -1.6 | 0.00419 | 0.2

Records above that bear a hit mark in ROMK primary:
molecule	PPARg SRC-1 ag	PPARg SRC2 recr	PPARg SRC3 recr	RAM network inh	HMGR II inh	S1P3 antag	bIAP inh	ROMK primary	Redox H2O2 prof
O=[N+]([O-])c1ccc2nc(CCCc3nc4ccc([N+](=O)[O-])cc4[nH]3)[nH]c2c1	5.7	-0.3	1.6	0.6	-8.1	-10.9	-31.3	-6.89*	-0.2

Compound activity (PubChem)
